NCOA1 inh = human NCOA1 inhibition; AID 588354; HEK293 GAL4-SRC1 luciferase reporter, luminescence; inhibition, % at 3.6 µM; 0.12% of 360,000 active;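 active means inhibition above the campaign mean plus 3 SD, with each screening campaign given its own cutoff, cut at about 60% in these data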;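 further: 0% = DMSO treated cells and 100% = gossypol at 36 µM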
NCOA3 inh = inhibits human SRC3 coactivator; Q9Y6Q9; HEK293 GAL4-SRC3 luciferase reporter, luminescence; inhibition, % at 3.6 µM; 0.17% of 360,000 active; AID 588352;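 active means inhibition above a per-campaign cutoff, the mean of all compounds plus 3 SD, cut at about 60% in these data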;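 further: 0% = DMSO-treated cells and 100% = gossypol-treated cells at 36 µM; higher means less SRC3-driven luciferase light from the GAL4 reporter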
TROY signal inh = TROY signaling inhibition; Q293 LMP1-TROYcd NF-kB luciferase reporter, 4 h; inhibition, % at 10 µM; 0.98% of 360,000 active;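 active means compounds whose plate-normalised and pattern-corrected inhibition of the luciferase reporter signal at the single screening dose is 50% or more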
TRAIL sens C8 = sensitizes caspase-8 expressing cells to TRAIL; inhibition (viability loss, TRAIL sensitization), % at 10 µM; 1% of 360,000 active; NB7+C8 cells + TRAIL, ATPlite viability luminescence;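 active means compounds causing at least 50% loss of cell viability in the single-dose screen, relative to plate controls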
NR5A2 inv ag = inverse agonists of human LRH-1 (NR5A2) | O00482 | HEK293T StAR-luciferase reporter, LRH-1 transfected, 24 h | inhibition, % at 3.6 µM | 0.13% of 360,000 active | AID 602396;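 active means inhibition above the mean inhibition of all tested compounds plus 3 SD, cut at about 73% in these data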;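 further: 0% = DMSO wells and 100% = reporter-only cells lacking LRH-1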
Target sequence (O00482 whole entry, looked up): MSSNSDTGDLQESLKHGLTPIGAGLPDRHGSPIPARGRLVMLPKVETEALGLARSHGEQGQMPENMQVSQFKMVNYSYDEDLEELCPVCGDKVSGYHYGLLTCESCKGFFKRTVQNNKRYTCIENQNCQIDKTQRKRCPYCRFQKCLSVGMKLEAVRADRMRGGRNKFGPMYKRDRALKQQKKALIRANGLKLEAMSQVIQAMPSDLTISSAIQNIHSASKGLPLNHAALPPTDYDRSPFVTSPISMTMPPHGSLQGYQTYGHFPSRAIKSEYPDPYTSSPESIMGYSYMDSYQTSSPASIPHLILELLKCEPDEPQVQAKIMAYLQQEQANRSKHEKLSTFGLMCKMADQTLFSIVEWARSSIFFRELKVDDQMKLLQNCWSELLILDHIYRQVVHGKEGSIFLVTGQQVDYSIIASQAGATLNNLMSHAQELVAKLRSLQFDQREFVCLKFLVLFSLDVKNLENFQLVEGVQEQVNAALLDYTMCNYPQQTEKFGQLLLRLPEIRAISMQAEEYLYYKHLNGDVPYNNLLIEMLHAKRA
Shn3 inh set2 = inhibitors of Schnurri-3 3'UTR reporter in osteoblasts | AID 588674 | Clone20 osteoblast Shn3 3'UTR firefly luciferase, 24 h | inhibition, % at 12.5 µM | 0.52% of 360,000 active;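 active means mean inhibition of at least 75% with every replicate also reaching 75%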;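 further: 0% = median of neutral control wells and 100% = pilot-screen positive control compound; some compounds past the cut are filed as inactive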
COUP-TFII inh = inhibitors of human COUP-TFII (NR2F2) | P24468 | HEK293T NGFI-A luciferase reporter, luminescence | inhibition, % at 8.6 µM | 0.7% of 370,000 active;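 active means inhibition above a per-plate cutoff, mean inhibition of test wells between control levels plus 3 SD, cut at about 38% in these data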;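 further: cells cotransfected with COUP-TFII expression vector driving the NGFI-A reporter; 0% = median of COUP-TF2 test wells and 100% = reporter-only cells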
Target sequence (P24468 whole entry, looked up): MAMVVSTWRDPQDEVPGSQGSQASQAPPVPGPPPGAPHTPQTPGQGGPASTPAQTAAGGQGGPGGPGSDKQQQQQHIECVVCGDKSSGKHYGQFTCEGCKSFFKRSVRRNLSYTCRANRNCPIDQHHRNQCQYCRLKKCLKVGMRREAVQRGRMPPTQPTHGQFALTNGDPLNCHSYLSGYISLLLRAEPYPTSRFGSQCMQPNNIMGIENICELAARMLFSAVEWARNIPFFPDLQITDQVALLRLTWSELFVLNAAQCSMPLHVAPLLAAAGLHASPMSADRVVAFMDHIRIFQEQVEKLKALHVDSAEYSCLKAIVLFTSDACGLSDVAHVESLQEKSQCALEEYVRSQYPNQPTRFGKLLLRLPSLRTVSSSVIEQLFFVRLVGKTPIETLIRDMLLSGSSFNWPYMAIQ
LMP1 NFkB inh = reduces LMP1-driven NF-kappaB luciferase signal; inhibition, % at 12.5 µM; AID 504558; 0.69% of 350,000 active; LMP1-induced NF-kappaB luciferase reporter cells, luminescence; in the data active means inhibition above about 41%;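 further: 0% = neutral control wells and 100% = reference inhibitor control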
TWEAK-Fn14 inh = TWEAK-Fn14 signaling inhibition | TWEAK-stimulated Fn14 reporter cells, luciferase luminescence, 8 h | inhibition, % at 10 µM | 2% of 360,000 active; in the data active means inhibition above about 50%
KKLEB cytotox = reduces viability of KKLEB cystic fibrosis airway cells | KKLEB CF airway cells viability, ATPlite luminescence, overnight; stronger effect = lower value; cells stimulated with P. aeruginosa culture filtrate | activity change (cytotoxicity), % at 5 µM | 0.36% of 360,000 active | AID 602141;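 active means corrected activity change at or below -50% at 5 µM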
CF NFkB block = blocks PAF-induced NF-kB reporter in cystic fibrosis cells | KKLEB NF-kB-GFP reporter, GFP fluorescence overnight | AID 588850 | 0.86% of 360,000 active | inhibition, % at 5 µM;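 active means at least 50% inhibition at 5 µM, scaled per plate between neutral and stimulator controls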;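 further: PAF is a Pseudomonas aeruginosa culture filtrate used as stimulus; plate controls were PAF-stimulated DMSO wells for no effect and unstimulated DMSO wells for full effect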
Starred values were filed as active, the others as inactive; / = not tested or not shown. Some of the compounds tested; count on the stated rates, not on these rows.

Sequence of screens: NCOA1 inh	NCOA3 inh	TROY signal inh	TRAIL sens C8	NR5A2 inv ag	Shn3 inh set2	COUP-TFII inh	LMP1 NFkB inh	TWEAK-Fn14 inh	KKLEB cytotox	CF NFkB block
CCCc1nc2ccc(NC(C)=O)cc2c(=O)n1Cc1ccc(Cl)cc1
    -58	-114	-54	6	-66	-65	-3	-40	-36	-14	11
O=C(NCc1cccnc1)c1ccc(COc2ccccc2Cl)o1
    -7	9	1	0	4	31	7	-22	9	-16	26
O=C(CCN1CCN(CCO)CC1)Nc1cccc(Br)c1
    -6	3	-2	2	5	7	9	-5	6	6	-6
CCOC(=O)c1sc(NC(=O)CSc2n[nH]c(C)n2)nc1C
    -3	-5	-5	-4	-25	10	0	0	-5	3	-9
Nc1ccc(Oc2ccc3c(c2)OCO3)cc1
    -16	-2	-10	-8	1	-11	15	-3	0	-9	-22
N#CNC(=Nc1ccccc1)SCc1ccc(C(=O)O)cc1
    -5	0	2	0	-6	-25	-15	-3	1	2	7
Cc1nc(-c2ccc(NC(=O)c3ccccc3C)cc2)cs1
    -91	-95	-6	39	-84	-17	1	-37	-37	3	-23
CCN1CCN(C(=S)NC(=O)c2cc(OC)c(OC)c(OC)c2)CC1
    -23	17	5	7	-15	0	5	-1	3	16	-28
O=C(NCCN1CCCC1)C1COc2ccccc2O1 (stereo unspecified)
    7	5	1	-2	16	16	-11	-13	-10	-7	-2
O=C(COC(=O)CSc1ccc2ccccc2c1)NC1CCCC1
    -1	3	10	-2	-7	1	-2	2	13	-6	-6
C[C@H](NC(=O)c1nc[nH]c1C(=O)N1CCN(c2ccccc2)CC1)c1ccccc1
    -6	-1	7	-1	0	-24	11	-5	-8	7	-10
COCCNC(=O)C1CCCN(C(=O)c2oc3ccccc3c2C)CC1 (stereo unspecified)
    0	-9	3	-13	0	-14	2	/	10	-12	3
COc1ccc(-n2c(SCC(=O)NC3CCCCC3)nc3ccsc3c2=O)cc1
    7	7	7	6	10	9	-5	2	24	7	8
CC1(C)Cc2c(sc3ncn4nc(CCC(=O)O)c(=O)nc4c23)CO1
    8	20	-12	-5	1	-14	-2	5	0	-1	13
COC(=O)C1CN(C(=O)C(C)Oc2cccc(C)c2C)c2ccccc2O1 (stereo unspecified)
    8	6	-7	-3	-15	-13	20	-1	19	-3	12
Cc1cc(C(C)(C)C)cc(C)c1N
    -4	-1	3	-8	-1	2	-5	4	-8	16	-8
COC(=O)C1=C(N)OC2=C(C(=O)CC(C)(C)C2)C1c1cccnc1 (stereo unspecified)
    -6	15	7	1	16	9	7	20	4	-4	18
O=C(CC(CC(=O)c1ccccc1)c1ccccc1)c1ccccc1
    -5	6	-34	7	18	-5	3	-2	-7	-25	0
COc1ccccc1CN1C(=O)CCC1(C)C(=O)NC1CCCCCC1 (stereo unspecified)
    -10	11	-9	-32	4	22	4	2	-12	7	3
O=C(N/N=C/c1ccccc1)c1ccc2c(c1)OCO2
    -99	-140	-31	56*	-77	-49	-30	6	59*	5	-10
O=C(Nc1cc(S(=O)(=O)N2CCCCCC2)ccc1OCC(F)(F)F)C1CCC1
    -2	1	-9	12	-5	12	-13	0	-1	3	0
COc1ccc(OCCCCN2CCC(C)CC2)cc1
    -14	-47	-1	-36	0	-12	-16	10	1	1	0
COc1ccc(C2=C(c3ccc(OC)c(OC)c3)CN3CCCCC3C2)cc1 (stereo unspecified)
    -3	4	-17	2	-11	-7	-1	-5	4	-4	7
Cc1ccc(N(C)C(=O)CC(C)S(=O)(=O)c2ccc3c(c2)NC(=O)CO3)cc1 (stereo unspecified)
    -4	18	-1	-2	27	20	3	1	-2	0	-6
CN(C(=O)/C=C/c1ccccc1)C1CCS(=O)(=O)C1 (stereo unspecified)
    -11	3	-11	9	-9	-10	-20	-10	2	-12	-7
COC(CNC(=O)CCc1c(C)nc2c(-c3ccccc3)c(C)nn2c1C)OC
    -16	-10	-19	4	-5	-28	-7	-3	5	0	-6
COC(=O)CSc1nnc(NC(=O)CCc2ccccc2)s1
    4	2	-14	2	-7	-8	14	6	-9	4	-2
O=C(CSc1nnc(Nc2ccccc2F)s1)NC1CCS(=O)(=O)C1 (stereo unspecified)
    -11	14	-22	11	-19	-3	-3	34	-16	12	-2
COc1ccccc1Nc1ccc(Nc2ccccc2OC)nn1
    -72	-47	-63	19	-107	-81	-42	-16	32	6	-8
c1ccc(N2CCN(CC3CCCCC3)CC2)cc1
    -14	-19	3	4	7	-13	-13	0	1	16	2
CC(C)(C)n1ncc2c(=O)n(CC(=O)Nc3ccc(Cl)cc3)cnc21
    2	24	5	-2	12	2	4	4	-7	6	-12
Cc1nn(C)c(C)c1/C=C/C(=O)c1ccc(Cl)cc1Cl
    9	23	14	23	33	84	47*	8	39	0	-10
COC(=O)C1=C(C)NC(=O)NC1/C=C/c1ccccc1 (stereo unspecified)
    11	17	11	9	15	11	6	-4	-4	-20	-12
CCN(CC)C1CCN(C(=O)c2cc(COc3cccc4cccnc34)on2)C1 (stereo unspecified)
    -2	-26	6	-7	-8	2	6	-4	-1	-6	-4
COc1ccc(NC(=O)N(C)C[C@H]2Oc3ccc(NC(=O)Cc4ccccc4)cc3CC(=O)N([C@H](C)CO)C[C@H]2C)cc1
    -10	-7	-22	1	5	-3	-6	-1	14	8	15
Cc1cc(C)c2nc(N3CCN(C(=O)c4cccs4)CC3)sc2c1
    -99	-2	-4	3	3	-4	1	-4	-22	8	11
COc1cc(N)c(Cl)cc1C(=O)OCC(=O)N1CCCC1
    14	4	19	-25	-4	27	-17	-1	-4	-6	-1
COc1ccc(CNC(=O)CCC(=O)c2ccc(F)cc2)cc1OC
    -6	7	-14	-5	13	-7	-3	2	-3	14	4
O=C(CO/N=C/c1ccc(OC(F)F)cc1)NC1CCCCC1
    11	5	24	-1	-2	-2	-2	1	0	-9	10
O=C(Cn1nc(-c2ccccc2)oc1=O)OCC(=O)c1ccccc1
    -6	1	-13	2	9	10	-8	6	5	8	-18
CN(C)C(CNC(=O)c1cnc(Cl)c(Cl)c1)c1ccccc1 (stereo unspecified)
    9	-10	13	-14	6	-3	6	26	7	6	6
COc1ccc(NC(=O)CN(C)C(=O)/C=C/c2ccc(OCc3ccccc3)cc2)cc1
    -8	3	-17	0	10	38	-18	-4	-55	-28	30
CCOC(=O)C1CCCN(C(=O)c2cc(-c3ccco3)nc3ccccc23)C1 (stereo unspecified)
    -19	-5	10	-3	-22	-4	2	-7	-1	12	3
O=C1/C(=C/c2ccccc2)SC(=S)N1N1C(=O)C2CC2C1=O (stereo unspecified)
    2	-6	11	3	-8	1	2	-7	10	-2	4
CN(c1ccccc1)S(=O)(=O)c1cccc(NC(=O)c2ccc(Cl)c([N+](=O)[O-])c2)c1
    0	14	44	21	12	73	16	3	20	7	2
Cc1ccnc(SCCn2c(N3CCOCC3)nc3c2c(=O)[nH]c(=O)n3C)n1
    -18	-8	-18	-17	-27	-8	1	-6	3	6	-8
CNC(=S)N1CCN(c2nc(-c3ccc(F)cc3)cs2)CC1
    -9	-8	-1	-8	-22	23	-15	15	5	-4	-17
CC(=O)N1CCN(C(=O)c2ccc(Cl)c(S(=O)(=O)N3CCCC3)c2)CC1
    -6	-1	-11	-2	3	7	4	-10	0	-4	0
O=c1c2ccccc2nc2n1C(CSc1ccc(F)cc1)CN2 (stereo unspecified)
    -2	13	-18	5	0	4	-8	-1	0	4	10
COc1cc(/C=N/NC(=O)Cn2cnc3ccccc3c2=O)ccc1O
    -5	6	10	4	-1	-4	-4	-1	-1	2	9
Cn1nc(CC(=O)Nc2ccc3c(c2)CCC3)c2ccccc2c1=O
    8	-2	13	22	15	72	5	0	20	-12	-5
CCC(C)c1ccc(NC(=O)CN(C)CC(=O)Nc2cccc(OC)c2)cc1 (stereo unspecified)
    4	15	11	2	-9	0	-11	-5	5	-7	20
COc1cc(-c2nnc(SCC(=O)N(Cc3ccccc3)C(C)(C)C)o2)cc(OC)c1OC
    -9	13	24	8	24	50	11	0	23	-7	-4
O=C(O)Cc1sc(=O)[nH]c1O
    7	-9	-3	-17	-1	-17	17	3	6	6	21
CC1CCCCN1C(=O)COC(=O)CNC(=O)c1sc2ccccc2c1Cl (stereo unspecified)
    -28	-9	-6	2	-5	-3	21	-1	10	-1	0
CCCN1CCC(=O)N([C@H](CSc2ccc(Br)cc2)c2ccccc2)CC1
    -24	-22	48	4	-13	-45	-20	-10	25	-9	-1
Cc1cc(NC(=O)CCN2CCN(CCO)CC2)ccc1Br
    -5	-11	19	-6	-1	-1	9	-6	-17	10	-7
CN(C(=O)c1cccc(Br)c1)C1CCS(=O)(=O)C1 (stereo unspecified)
    -4	-16	-11	5	4	-9	11	5	13	1	8
O=C(NN1C(=O)C2C3C=CC(C3)C2C1=O)c1ccncc1 (stereo unspecified)
    -21	12	-4	4	17	26	10	-1	-13	7	10
N#Cc1ccccc1S(=O)(=O)N1CCN(C(=O)CCc2ccccc2)CC1
    4	1	-17	13	-8	-17	13	1	0	-2	19

Brought forward from above: two compounds; new compounds follow.
Sequence of screens: NCOA1 inh	NCOA3 inh	TROY signal inh	TRAIL sens C8	NR5A2 inv ag	Shn3 inh set2	COUP-TFII inh	LMP1 NFkB inh	TWEAK-Fn14 inh	KKLEB cytotox	CF NFkB block
O=C(NN1C(=O)C2C3C=CC(C3)C2C1=O)c1ccncc1 (stereo unspecified)
    -21	12	-4	4	17	26	10	-1	-13	7	10
N#Cc1ccccc1S(=O)(=O)N1CCN(C(=O)CCc2ccccc2)CC1
    4	1	-17	13	-8	-17	13	1	0	-2	19
COc1ccn(C2CCCCO2)c(=O)n1 (stereo unspecified)
    -5	-1	5	-10	-1	-34	-6	-6	-6	9	0
Cc1ccccc1OCCNc1cc(N2CCCCC2)ccc1[N+](=O)[O-]
    -8	6	-14	14	-9	69	-34	-21	-7	-13	29
C[C@@H]1CN([C@@H](C)CO)C(=O)c2cc(NC(=O)Nc3ccccc3)ccc2O[C@@H](C)CCCCO[C@H]1CN(C)C(=O)Nc1ccc(C(F)(F)F)cc1
    -7	-16	15	6	-13	14	29	9	13	-16	-53
CN(c1ccccc1C(=O)Nc1ccc(F)c(Cl)c1)S(C)(=O)=O
    -15	11	-2	6	-4	10	-2	0	0	0	-8
C[C@]12C=CC(=O)C=C1CCC1C3CC[C@](O)(C(=O)CO)[C@@]3(C)CC3OC312 (stereo partly specified)
    -22	2	17	1	9	-3	11	1	-11	6	13
CCCCC(=O)Nc1ccc2c(c1)oc1ccccc12
    -103	-58	-45	9	-141	-42	-35	-43	-26	-3	-2
COc1cc(OC)c(OC)cc1/C=N/n1c(C)nnc1C
    11	17	7	-5	0	-4	5	9	-4	-3	12
CC1CN(CCCCOc2ccc(F)cc2)CC(C)O1 (stereo unspecified)
    12	15	-11	-3	10	-2	-8	-3	18	10	-11
CC1CC2C3CCC4=CC(=O)CCC4(C)C3CCC2(C)C1(O)C(=O)CO (stereo unspecified)
    9	-39	0	-16	-6	6	-26	6	1	3	53*

Bioassay records as filed in PubChem BioAssay.
